HCV inh: inhibitors of hepatitis C virus infection | 3.4% of 340,000 active | Huh7.5.1 HCVcc-Cre infection, luciferase reporter, 44 h | Potency, µM (top dose mostly 41.8 µM), for the others: at the highest dose activity change, negative = inhibition, hits mostly inhibitors; further: potency means the concentration at half of the fitted maximal effect; on the % scale 0 is the no-effect control and ±100 the full control effect
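Cells seeded at 1,000/well and cultured 4 h, then compounds added followed by HCVcc-Cre virus (~0.5 moi). After 44 h further culture, luciferase substrate was added, plates held 15 min at room temperature, and luminescence read for 15 sec.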
Cycloheximide cs: affects cycloheximide protein synthesis inhibition readout, counter-screen. 12% of 300,000 active. cell reporter, cycloheximide protein synthesis inhibition counterscreen. AID 2314. max response, %; in the data active means max response mostly above about 13%, no sharp cut-off; inactive means mostly below about 14%; further: read at 38.3 µM for the half of the compounds with a filed dose; 0% is about no effect
Pf growth 48h: inhibits P. falciparum growth in the first generation, 48 h | P. falciparum luciferase growth in erythrocytes, 48 h | Potency, µM (series often up to 28.7 µM), inactives show top-dose activity change, negative = inhibition, actives largely listed as inhibitors | 5.9% of 310,000 active; further: potency means the concentration at half of the fitted maximal effect; on the % scale 0 is the no-effect control and ±100 the full control effect
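Compounds are pin-transferred into medium, infected erythrocytes (2% hematocrit, 0.1% parasitemia final) are added, and plates sit one parasite generation at 37 C in 5% CO2. Detection reagent is then added and luminescence measured.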
Shiga inhibitor: Shiga toxin inhibition | Vero cells, Shiga toxin protein synthesis inhibition reporter | inhibition, % at 38.7 µM | 9.2% of 290,000 active | AID 2315; in the data active means inhibition mostly above about 28%, no sharp cut-off; inactive means mostly below about 43%; further: 0% is about no effect
FBPA Giardia inh: Giardia lamblia aldolase inhibition | purified Giardia FBPA | 0.71% of 290,000 active | A8B2U2 | Potency, µM (doses to about 59.6 µM), for the others: top-dose activity, negative = inhibition, most hits filed as inhibitors; further: potency means the concentration at half of the fitted maximal effect; on the % scale 0 is the no-effect control and ±100 the full control effect; nearly all actives have a fitted effect of over 55% in size
Target sequence (A8B2U2 whole entry, looked up): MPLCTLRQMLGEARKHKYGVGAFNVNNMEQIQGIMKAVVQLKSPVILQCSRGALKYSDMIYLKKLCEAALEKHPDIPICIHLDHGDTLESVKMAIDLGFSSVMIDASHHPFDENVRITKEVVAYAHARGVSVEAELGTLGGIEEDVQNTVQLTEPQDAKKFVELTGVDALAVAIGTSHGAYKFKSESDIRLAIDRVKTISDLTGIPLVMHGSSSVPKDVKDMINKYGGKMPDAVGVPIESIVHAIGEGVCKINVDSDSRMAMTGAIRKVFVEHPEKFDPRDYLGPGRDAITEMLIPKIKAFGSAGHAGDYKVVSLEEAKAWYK
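40 nM FBPA preincubated 10 min at RT with compound (up to 57.5 uM final), then substrate plus GAPDH/TPI/NAD/arsenate coupling and diaphorase/resazurin added. Fluorescence read after 20 min at RT, 525/598 nm.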
Pf growth 96h: inhibits malaria parasite growth, 96 h; AID 504834; Potency, µM (titrated, usually from 28.7 µM), without a hit: at the highest dose activity change, negative = inhibition, most hits filed as inhibitors; 6.9% of 320,000 active; P. falciparum luciferase reporter growth, 96 h; further: potency means the concentration at half of the fitted maximal effect; on the % scale 0 is the no-effect control and ±100 the full control effect
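Two parasite generations (96 h, 37 C, 5% CO2) of compound exposure in infected erythrocytes (0.05% parasitemia, 2% hematocrit). Luciferase-reporter P. falciparum; decreased luminescence indicates inhibited growth, aimed at apicoplast-acting delayed death.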
Starred values were filed as active, the others as inactive; ? = inconclusive; · = not tested or not shown; [ ] = another dose, or the depositor's remark. Unless noted, the call rests on the fitted dose curve; in most records, active means well fitted curve in the direction sought with a large enough effect; inconclusive means small, poorly fitted or top-dose-only effect, or another doubt; inactive means no such curve, though single readings can be large; an effect the other way counts as inactive or inconclusive.

| compound | FBPA Giardia inh | HCV inh | Cycloheximide cs | Pf growth 48h | Shiga inhibitor | Pf growth 96h |
| --- | --- | --- | --- | --- | --- | --- |
| O=S1(=O)C=C(Sc2nc3ccccc3s2)c2ccccc21 | 1% | 5µM* | 77* | 8.3µM* | 76* | · |
| CCOC(=O)C(C(=O)OCC)C(C#N)c1ccccc1 (configuration not stated) | -1% | 12% | -2 | 4% | -6 | -12% |
| CCC(=O)N/N=c1/sc2ccccc2n1C | 4% | 7% | 7 | 6% | 27 | ? |
| CCC(=O)c1ccc(Oc2nc3c(c(=O)n(C)c(=O)n3C)n2CC)cc1 | -7% | -1% | -3 | 18% | -6 | -32% |
| Cc1cccc(-n2c(-c3cccs3)nc3ccccc3c2=O)c1 | 21% | 1% | 7 | 23% | -21 | 45%[activator] |
| CCc1c(C)sc(NC(=O)c2cc(C(C)C)on2)c1C#N | -23% | -23% | 13* | 23% | 55* | 55%[activator] |
| Cc1ccnc(NS(=O)(=O)c2ccc(NC(=O)CN3C(=O)c4ccccc4S3(=O)=O)cc2)n1 | · | 7% | · | 0% | · | 18% |
| CCC(C)c1ccc(NC(=S)N2CCCC2)cc1 (configuration not stated) | · | 3% | 35* | 53%[activator] | 68* | ? |
| CN(Cc1ccccc1)S(=O)(=O)c1cc2c3c(c1)CCN3C(=O)CC2 | · | 17% | · | 9% | · | -21% |
| CN(C)CCCN(C(=O)c1cc2ccccc2oc1=O)c1nc2ccc(F)cc2s1 | -7% | ? | 13* | 21% | 20 | -14% |
| O=C(CCc1ccccc1)Nc1ccc2c(c1)OCO2 | -5% | 10% | 53* | 104%[activator] | 89* | 1% |
| CSC1=NSC2=NC(=O)/C(=C\c3cccs3)C(=N)N12 | -1% | -28% | 42* | 125%[activator] | 42* | 40%[activator] |
| CCc1noc(C)c1C(=O)N1CCCC(CCC(=O)NCc2cccc(OC)c2)C1 (configuration not stated) | 2% | 6% | 9 | -6% | -7 | 4% |
| NC(=O)c1nsc(C(=O)N(c2cccc(F)c2)C(C(=O)NC2CCCC2)c2ccc(O)cc2)c1N (configuration not stated) | -3% | ? | 7 | ? | 44 | -4% |
| O=C(N/N=C/c1ccc(Br)s1)c1ccc([N+](=O)[O-])cc1 | -4% | ? | 11 | 2.1µM* | -11 | -11% |
| CN1C(C(=O)c2ccccc2)=C(N)c2ccccc2S1(=O)=O | 0% | 4% | -3 | 16% | -3 | 31% |
| COc1ccc(C2=Nn3c(nnc3-c3ccncc3)SC2)cc1 | 2% | -4% | 6 | · | -4 | -28% |
| CCN1C(=O)C(CC(=O)Nc2cc(C)ccc2C)SC1=Nc1ccc(S(N)(=O)=O)cc1 (configuration not stated) | 6% | -12% | -8 | · | 29 | ? |
| CN1CCN(C(=O)CCCOc2ccc(Cl)cc2Cl)CC1 | 7% | ? | 10 | 15% | -7 | ? |
| OC(c1cccnc1)c1cccs1 (configuration not stated) | 6% | 16% | -2 | 11% | -8 | · |
| C=CCn1c(C)cc(C(=O)COC(=O)COc2ccccc2C#N)c1C | -14% | 18% | 14 | 0% | 15 | 36%[activator] |
| O/N=C/c1cc(Br)cc(Br)c1OCc1ccccc1 | -1% | -27% | -4 | 16% | 0 | 3%[5.75 µM] |
| CC(c1ccccc1)n1cnc2ccccc21 (configuration not stated) | -4% | 2% | 8 | -18% | 19 | 32%[activator] |
| COc1cccc(C(=O)Nc2ccc(NC(=O)C3CC3)nc2)c1 | 7% | 11% | 18* | -18% | 24 | 215%[activator] |
| COc1ccc(N2CCN(C(=O)c3ccc4c(c3)CC(c3ccccc3)OC4=O)CC2)cc1 (configuration not stated) | · | -6% | · | ? | · | 0% |

(more compounds)
| compound | FBPA Giardia inh | HCV inh | Cycloheximide cs | Pf growth 48h | Shiga inhibitor | Pf growth 96h |
| --- | --- | --- | --- | --- | --- | --- |
| COc1ccc(N(CC(=O)N2CCC(Cc3ccccc3)CC2)S(C)(=O)=O)cc1 | -3% | -19% | 9 | 0% | -17 | 4% |
| CC(C)C(NC=C1C(=O)OC(C)(C)OC1=O)C(=O)O (configuration not stated) | -1% | -2% | 9 | 19% | -21 | · |
| O=[N+]([O-])c1cc(/C=N\Nc2ccccn2)ccc1Cl | -1% | ? | 11 | 24% | 14 | 7.4µM* |
| O=C(Cn1cc(S(=O)(=O)N2CCN(c3ccccc3F)CC2)c2ccccc2c1=O)NCCCN1CCCCCC1 | -18% | 22µM* | -4 | ? | -8 | -12% |
| N#C/C(=C/c1ccc(O)c([N+](=O)[O-])c1)C(=O)Nc1ccccc1 | -22% | 11% | 27* | 41%[activator] | 51* | -10% |
| COC(=O)/C(=C\Nc1ccccc1N)c1ncc(C(F)(F)F)cc1Cl | 2% | 3% | 68* | · | 101* | -19% |
| N#Cc1cc(-c2ccccc2)c[nH]c1=O | 0% | 2% | 0 | 7% | 4 | 49%[activator] |
| COc1ccc(NC(=O)C2=C(C)Nc3nc(CCCO)nn3C2c2ccc(OC)c(OC)c2)cc1 (configuration not stated) | 3% | 9% | -4 | 9% | -12 | 7% |
| O=C(c1ccco1)N1CCC(c2nc3c(nnn3Cc3c(Cl)cccc3Cl)c(=O)[nH]2)CC1 | -10% | -3% | -5 | ? | 4 | 1% |
| COc1cc(C2NC(=O)NC(C)=C2C(=O)OCC2CCCCC2)ccc1O (configuration not stated) | 6% | -2% | -2 | 0% | 14 | -9% |
| O=C(NCc1ccccc1F)C1CCC(=O)N(Cc2ccc(Cl)cc2)C1 (configuration not stated) | · | 11% | 0 | -9% | 2 | ? |
| O=C(N/N=C/c1cccn1-c1ccc(O)cc1)c1cccc2ccccc12 | · | -8% | -5 | -17% | -4 | ? |
| CCOc1ccc(CC(=O)NCCc2cnc[nH]2)cc1 | -11% | 8% | -2 | 38%[activator] | -7 | 20% |
| Cc1ccc(C)n1-c1nn(S(=O)(=O)c2cccc(C(F)(F)F)c2)c2cccc(F)c12 | -11% | -13% | 6 | ? | -6 | ? |
| CN(Cc1ccon1)C(=O)CC1C(=O)NCCN1Cc1cccc(Oc2ccccc2)c1 (configuration not stated) | -18% | 4% | -2 | 0% | -14 | ? |
| O=C(NC12CC3CC(CC(C3)C1)C2)N1CC2Cc3cccc(=O)n3C(C2)C1 (configuration not stated) | 13% | -9% | -4 | 2% | 12 | ? |
| Cc1ccccc1C(=O)N1CCN(c2ccc(NC(=O)c3ccc4c(c3)OCO4)cc2)CC1 | 2% | ? | 1 | ? | -9 | -7% |
| CCCCn1c(SCC(=O)c2ccc3c(c2)OCCO3)nnc1-c1ccoc1C | -6% | 3% | -2 | -22% | -14 | 2% |
| O=C(c1cccc([N+](=O)[O-])c1)N1CCCC(C(=O)N2CCc3ccccc3C2)C1 (configuration not stated) | -7% | -2% | -5 | -7% | -3 | -22% |
| CCCc1ccc(OC(=O)c2cccs2)cc1 | -1% | 18% | 22 | · | 3 | 14% |
| O=C(COC(=O)Cc1cccc(C(F)(F)F)c1)Nc1ccccc1 | -4% | 0% | 0 | 4% | -11 | 6% |
| CCCC(=O)Nc1ccc(C(=O)NCc2ccccn2)cc1 | 5% | -1% | -2 | -2%[5.75 µM] | 6 | 17%[5.75 µM] |
| N#Cc1ccc(NC(=O)CN2C(=O)NC3(CCCCCCC3)C2=O)cc1Cl | · | ? | · | -7% | · | -1% |
| O=C(Nc1ccc(Cl)cn1)C1CCCN1S(=O)(=O)c1cccc2ccccc12 (configuration not stated) | -6% | ? | -7 | · | -7 | ? |
| Cc1cccc(C)c1NC(=O)NC1(C(=O)N2CCCC2)CCCCC1 | · | 16% | -6 | 12% | -6 | -29% |

(list continues)
| compound | FBPA Giardia inh | HCV inh | Cycloheximide cs | Pf growth 48h | Shiga inhibitor | Pf growth 96h |
| --- | --- | --- | --- | --- | --- | --- |
| CN1CCc2c(sc3nc(NN)n(-c4ccc(Cl)cc4)c(=O)c23)C1 | 6% | ? | 7 | · | 29* | ? |
| Cc1ccc(CN2CCN(Cc3cccc(OCCO)c3)CC2CCO)o1 (configuration not stated) | 3% | 10% | -1 | 8% | -9 | ? |
| CSc1nc(O)c(C(c2ccc(C)cc2)c2c(O)nc(SC)[nH]c2=O)c(=O)[nH]1 | -9% | 6% | 5 | -22% | 1 | 8% |
| Cc1ccc(-c2nn3c(C)nnc3s2)cc1NC(=O)COc1ccc(Cl)cc1 | 0% | 15% | -1 | · | -4 | 19% |
| COC(CSc1ncnc2c1oc1nc3c(cc12)COC(C)(C)C3)OC | 3% | ? | 8 | -4% | 30 | ? |
| C[C@]12CS(=O)(=O)C[C@H]1SC(=S)N2c1ccccc1 | 21% | 28% | -1 | 26% | 17 | -2% |
| Cc1cc(N2C(=O)C(O)=C(C(=O)c3cc4ccccc4o3)C2c2cccc(Br)c2)no1 (configuration not stated) | · | -18% | 11 | ? | -11 | ? |
| Cc1cc(OCC(=O)NC2CC(C)(C)NC(C)(C)C2)c(C)cc1Br | · | 10µM* | 2 | ? | -40 | 0% |
| CC(C)(c1ccccc1)c1ccc(OCC2CO2)cc1 (configuration not stated) | 6% | -1% | 11 | 39% | -3 | 37%[activator] |
| C=CCN1C(c2ccc(OCC)cc2)=CS/C1=C(\C#N)c1nnc2n1CCCCC2 | -10% | ? | -3 | ? | -1 | · |
| O=C(c1ccc([N+](=O)[O-])o1)N1CCOCC1 | -10% | 0% | 10 | ? | -3 | 3.3µM* |
| O=C(CN(C(=O)CNC(=O)c1cccs1)c1ccccc1F)NC1CCCCC1 | 1% | 11% | -12 | -5% | -4 | -8% |
| CC(=O)CSc1nc(-c2ccccc2)c(-c2ccccc2)o1 | -5% | -24% | -4 | 11% | 3 | 13% |
| CC(C)C(C(=O)Nc1ccc2c(c1)OCCOCCOCCOCCO2)N1C(=O)c2ccccc2C1=O (configuration not stated) | 2% | 9% | -9 | -10% | -3 | -13% |
| CSc1nccc(-c2sc(SC)c(C#N)c2-c2ccccc2)n1 | 1% | ? | 1 | ? | 12 | ? |
| CCCc1cc(=O)oc2cc(OCC(=O)OC)cc(OCC(=O)OC)c12 | 2% | -8% | -3 | 12% | -5 | · |
| COc1cc([N+](=O)[O-])ccc1NC(=O)COC(=O)CCS(=O)(=O)c1ccc(C)cc1 | · | -22% | · | 3% | · | 34%[activator] |
| COc1cccc(N(CC(=O)NCc2ccco2)C(=O)CCC(=O)Nc2nccs2)c1 | -4% | -16% | -9 | ? | -4 | ? |
| Cc1cnc(NC(=O)Cn2cnc3c2c(=O)n(C)c(=O)n3C)s1 | -2% | 22% | -4 | 72%[activator] | -3 | -5% |
| COc1ccc(/C=N/NC2=NS(=O)(=O)c3ccccc32)cc1OC | 10µM* | 12% | -2 | ? | -13 | ? |
| O=C(CSc1ncn(-c2ccccc2)n1)Nc1ccc2c(c1)OCCO2 | -1% | 1% | -3 | 8% | 14 | 16% |
| Cc1ccc(OCCn2c(CCCO)nc3ccccc32)cc1 | 6% | 9% | -5 | ? | -14 | 72%[activator] |
| COc1ccc(OC)c(CCNC(=O)CS(=O)(=O)Cc2nc(-c3ccccc3Cl)oc2C)c1 | -5% | ? | -2 | 0% | -7 | 26% |
| Cc1ccc(-c2nsc(SCC(=O)NCc3ccc4c(c3)OCO4)n2)cc1 | 2% | 2% | 7 | 17% | -14 | 42%[activator] |

A run of entries from the list above, for reference:
| compound | FBPA Giardia inh | HCV inh | Cycloheximide cs | Pf growth 48h | Shiga inhibitor | Pf growth 96h |
| --- | --- | --- | --- | --- | --- | --- |
| CC(C)C(C(=O)Nc1ccc2c(c1)OCCOCCOCCOCCO2)N1C(=O)c2ccccc2C1=O (configuration not stated) | 2% | 9% | -9 | -10% | -3 | -13% |
| CSc1nccc(-c2sc(SC)c(C#N)c2-c2ccccc2)n1 | 1% | ? | 1 | ? | 12 | ? |
| CCCc1cc(=O)oc2cc(OCC(=O)OC)cc(OCC(=O)OC)c12 | 2% | -8% | -3 | 12% | -5 | · |
| COc1cc([N+](=O)[O-])ccc1NC(=O)COC(=O)CCS(=O)(=O)c1ccc(C)cc1 | · | -22% | · | 3% | · | 34%[activator] |

Bioassay records deposited in PubChem by National Center for Advancing Translational Sciences (NCATS).
